hgDAF-12 ag = activates the H. glycines DAF-12 receptor ligand-binding domain | activation, % at 6.8 µM | 370,000 tested, 1.8% active | HEK293 GAL4-hgDAF12 UAS-luciferase reporter, agonist luminescence; normalized to butyrate control;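 active means activation above a cutoff set at the mean of all screened compounds plus 3 SD, cut at about 10% in these data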;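 further: 0% = DMSO wells and 100% = sodium butyrate wells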
KLK7 zymogen act = proKLK7 (human) activation, primary screen. purified proKLK7, EDANS-DABCYL substrate fluorescence; 100% is mature enzyme control, 0% vehicle. activation, % at 7 µM. P49862. 370,000 tested, 0.9% active;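 active means activation above the mean of all tested compounds plus 3 SD, computed per campaign excluding outliers beyond control limits, cut at about 13% in these data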
FXN GAA850 act = frataxin GAA850 promoter activation. HEK293 lucGAA850 FXN promoter luciferase reporter, 24 h; percent of 10 µM SAHA response. activation, % at 6 µM. 360,000 tested, 0.56% active;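 active means activation above the average of all compounds screened plus 3 SD, cutoff fixed separately per campaign, cut at about 7.5% in these data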;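 further: 0% = DMSO wells and 100% = 10 µM SAHA wells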
HGIII-sPLA2 inh = Inhibits HGIII-sPLA2 liposome hydrolysis, primary screen; Q9NZ20; 370,000 tested, 0.56% active; inhibition, % at 12.2 µM; QFRET BODIPY PC-A2 liposome hydrolysis, fluorescence;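 active means inhibition above mean plus 3 SD of compounds lying within the high and low control bounds, cut at about 19% in these data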;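 further: 0% = median of test compound wells and 100% = no enzyme DMSO wells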
hcDAF12 agonist = activators of H. contortus DAF-12 nuclear receptor | HEK293 hcDAF-12 lit1-tk-luc reporter, luminescence; 0% DMSO, 100% Δ7-dafachronic acid | activation, % at 6.8 µM | 370,000 tested, 1.4% active;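 active means activation above the mean of all tested compounds plus 3 SD, cut at about 5.5% in these data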;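 further: 100% = response to 3 µM Δ7-dafachronic acid high control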
SMARCA2 act = activators of SMARCA2 function | MG213 cells, MMTV-luciferase reporter, dexamethasone, overnight | activation, % at 9.1 µM | 370,000 tested, 1% active | AID 652017; in the data active means activation above about 7.8%;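 further: 0% = vehicle wells and 100% = reference activator wells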
NPR2 activator = GC-B (human) receptor activation; activation, % at 10 µM; AID 1920062; P20594; HEK293-GC-B cells, CNP EC30, cGMP TR-FRET; 0% at EC30 CNP, 100% saturating CNP; 370,000 tested, 0.11% active;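 active means activation at 10 µM reaching about 35% in either raw or pattern-adjusted values, limit read from the data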
Target sequence (P20594 whole entry, looked up): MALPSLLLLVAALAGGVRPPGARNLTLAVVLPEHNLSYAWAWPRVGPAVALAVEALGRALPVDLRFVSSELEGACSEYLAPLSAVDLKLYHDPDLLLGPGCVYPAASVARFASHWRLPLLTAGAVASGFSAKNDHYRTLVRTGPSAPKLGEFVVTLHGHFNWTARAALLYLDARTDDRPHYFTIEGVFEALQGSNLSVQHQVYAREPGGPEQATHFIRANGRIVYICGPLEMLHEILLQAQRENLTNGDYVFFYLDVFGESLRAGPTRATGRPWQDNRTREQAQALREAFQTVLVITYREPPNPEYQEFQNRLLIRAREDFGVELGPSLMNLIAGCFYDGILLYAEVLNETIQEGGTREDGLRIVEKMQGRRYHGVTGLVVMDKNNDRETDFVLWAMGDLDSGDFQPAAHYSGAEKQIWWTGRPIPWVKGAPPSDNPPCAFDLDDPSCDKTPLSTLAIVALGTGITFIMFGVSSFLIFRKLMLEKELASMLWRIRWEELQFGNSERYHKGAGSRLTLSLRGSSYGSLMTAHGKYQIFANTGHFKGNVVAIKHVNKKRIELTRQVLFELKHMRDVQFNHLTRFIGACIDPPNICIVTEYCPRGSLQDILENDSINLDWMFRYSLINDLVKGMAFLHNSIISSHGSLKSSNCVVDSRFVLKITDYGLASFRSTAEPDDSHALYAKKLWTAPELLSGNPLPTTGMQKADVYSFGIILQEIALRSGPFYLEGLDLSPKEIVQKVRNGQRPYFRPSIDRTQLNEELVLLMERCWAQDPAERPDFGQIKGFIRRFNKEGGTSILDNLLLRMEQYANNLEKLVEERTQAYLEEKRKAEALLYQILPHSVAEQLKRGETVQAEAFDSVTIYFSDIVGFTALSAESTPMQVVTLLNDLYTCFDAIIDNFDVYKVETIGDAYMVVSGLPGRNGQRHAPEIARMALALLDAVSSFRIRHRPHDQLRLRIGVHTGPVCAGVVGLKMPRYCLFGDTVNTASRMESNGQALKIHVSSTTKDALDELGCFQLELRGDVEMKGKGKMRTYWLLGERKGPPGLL
GC-A act = GC-A (human) enzyme activation. 370,000 tested, 0.14% active. HEK293 GC-A cells, cGMP TR-FRET, EC30 ANP; 0% at EC30 ANP, 100% saturating ANP. activation, % at 10 µM. P16066; in the data active means activation above about 40%
DAX1 inh-1 = inhibitors of DAX1 repression of SF-1 activated StAR promoter; HEK293T StAR-luciferase reporter, SF-1/DAX-1 repression relief; inhibition, % at 6.8 µM; 370,000 tested, 1.1% active; AID 652010;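 active means inhibition above the mean over all tested compounds plus 3 SD, cut at about 3.6% in these data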;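 further: 0% = DAX-1 cells with DMSO and 100% = cells lacking DAX-1 with DMSO; higher inhibition means more luminescence from relief of DAX-1 repression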
ssDAF12 agonist = activators of S. stercoralis DAF-12 nuclear receptor. HEK293 ssDAF-12/GRIP1 lit1-tk-luc reporter, luminescence; % of 3 µM dafachronic acid response. 370,000 tested, 1% active. activation, % at 6.8 µM;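 active means activation above the mean over all tested compounds plus 3 SD, cut at about 0.9% in these data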;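 further: 0% = DMSO-only wells and 100% = 3 µM delta7-dafachronic acid wells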
DAX1 inh-2 = inhibitors of human orphan nuclear receptor DAX1 (NR0B1) | inhibition, % at 6.75 µM | 340,000 tested, 0.99% active | HEK293 Gal4-DAX1 luciferase reporter, luminescence | AID 504766 | P51843;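 active means inhibition above the mean over all tested compounds plus 3 SD, cut at about 4.2% in these data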;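 further: 0% = DAX1-transfected cells with DMSO and 100% = empty-vector control cells with DMSO; inhibition shows as a rise in luminescence from relieved DAX1 repression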
* = called active by the depositor; x = not tested or not shown.

molecule	hgDAF-12 ag	KLK7 zymogen act	FXN GAA850 act	HGIII-sPLA2 inh	hcDAF12 agonist	SMARCA2 act	NPR2 activator	GC-A act	DAX1 inh-1	ssDAF12 agonist	DAX1 inh-2
O=S1(=O)c2c(NCc3ccco3)cccc2Oc2ccccc2CN1Cc1cn(Cc2cccc(F)c2)nn1	-4.6	-0.7	x	-9.7	-1.9	-1.4	0.7	0.3	-0.6	-1.6	x
COc1ccc(NC(=O)CSc2nnc(-c3ccco3)n2N)cc1Cl	-0.5	0.2	1.4	3.4	-2.0	0.7	-4.8	-6.0	-0.6	-1.6	0.8
CC1CCC2C(=O)N(c3cccc(C(=O)Nc4ccccc4Cl)c3)C(=O)C2C1 (stereo not given)	3.6	-0.1	0.3	-2.2	-1.6	-3.6	-1.0	-0.9	3.5	-1.5	0.2
O=C(CCNS(=O)(=O)c1ccccc1Cl)OCc1nnc(-c2ccccc2Cl)o1	4.0	0.0	2.2	-5.7	0.2	-0.3	1.8	0.8	0.5	-1.2	-0.7
O=c1c2ccccc2nc2n1CCCCN2	3.0	1.8	1.0	2.1	0.3	0.0	4.2	2.1	-0.1	-1.0	0.9
Cc1cccc(N2CN(S(=O)(=O)c3cccc([N+](=O)[O-])c3)c3nc4ccccc4nc32)c1	-1.6	0.1	-0.1	-7.9	-0.4	-3.5	5.2	-0.5	-0.7	-1.4	0.7
Cc1[nH]c2ccccc2c1/C=N/NS(=O)(=O)c1ccccc1	-1.3	-0.2	-0.3	4.8	2.2	-1.1	-1.2	1.2	1.0	-0.9	-1.5
Cc1cc(NC(=O)CCC(=O)N(c2ccc(F)cc2)C(C(=O)NC2CCCC2)c2ccncc2)no1 (stereo not given)	-1.1	-0.3	1.1	6.5	0.5	3.9	-8.6	0.8	0.0	-0.5	2.7
Cc1nn(-c2ccccc2)c(Cl)c1/C=N/NC(=O)c1ccccc1NS(=O)(=O)c1cccs1	-2.5	-0.6	4.2	-2.3	-1.1	-2.7	1.0	0.1	2.0	-1.2	0.1
Cc1c(-c2cccc(NC(=O)c3cccs3)c2)nc2ncccn12	-0.7	61.9*	2.0	9.4	1.9	-0.8	1.9	1.4	-1.0	-1.6	0.0
CCOc1ccccc1N/C(=N/c1nc(C)cc(C)n1)NC(=O)Nc1ccc(Cl)c(Cl)c1	3.9	-0.1	x	16.1	-0.7	-3.8	-12.0	1.9	0.7	-1.0	x
CN(C)NC(=O)c1ccc([N+](=O)[O-])s1	-1.6	0.1	2.2	-4.2	0.2	6.3	0.1	-0.2	-0.1	-2.1	2.3
Cc1ccc(NC(=O)C2CCCC2)cc1S(=O)(=O)N1CCOCC1	-3.5	-0.3	1.8	9.4	-1.8	-3.8	0.7	1.8	-0.1	-1.0	-0.4
CCOC(=O)CSc1nnc(CSc2nc(N)c3c(C)c(C)sc3n2)n1-c1ccccc1	2.6	0.0	1.4	-26.0	-2.5	-2.3	-5.8	2.4	0.2	-1.6	0.1
Cc1ccc(-n2ncc3c(SCC(=O)NNC(=O)C(C)C)ncnc32)cc1	0.1	0.1	3.9	-0.8	-0.1	-2.0	-2.1	5.6	-0.7	-1.1	0.1
CC(C)OC(=O)N(C)C[C@H]1OCc2cn(nn2)CCCC(=O)N([C@H](C)CO)C[C@@H]1C	-3.3	-0.2	-0.2	12.4	-1.0	-3.9	2.4	4.2	-0.1	-0.9	-0.9
O=[N+]([O-])c1cccc(S(=O)(=O)NC2CC3CCC2C3)c1 (stereo not given)	-1.2	0.4	0.5	-6.9	-0.2	-2.7	8.9	-6.5	0.4	-1.7	0.5
OC[C@@H](O)[C@@H](O)CO	-1.0	0.2	1.3	-2.1	0.3	-0.2	10.8	4.2	-0.1	-1.6	1.7
O=[N+]([O-])c1ccc(S(=O)(=O)Nc2ccccn2)cc1	0.9	0.0	2.6	3.2	-0.5	-0.4	1.9	2.0	-0.4	-0.8	0.1
CCn1c(O)c(N=Nc2ccc3ccccc3n2)c2ccccc21	10.3	-1.3	7.3	10.9	1.9	-2.1	-3.0	2.5	0.9	-0.6	0.8
COCCNC(=O)c1cc2ncc(Br)cn2n1	1.5	0.0	-0.8	3.5	1.7	0.5	0.1	2.5	-0.8	-1.5	1.4
COc1cc(/C=C2/C(=N)N3C=CSC3=NC2=O)ccc1OCCOc1ccc(NC(C)=O)cc1	-1.1	4.9	2.6	-2.7	2.5	1.2	1.9	1.5	-0.2	-0.6	-0.4
O=C(CCNC(=O)c1ccc(Br)cc1)NCC1CCCO1 (stereo not given)	-0.6	-0.4	-0.2	0.3	-0.2	0.6	3.9	-0.3	-1.4	-1.1	1.3
CCC(=O)[C@@H](C)[C@@H](OC(C)=O)[C@H](C)C[C@@H](C)[C@H]1OC(=O)C[C@@]2(O)CC=C(C)C(O2)C(C)=CCCC[C@H](O[C@H]2C[C@@H](OC(N)=O)[C@H](OC(C)=O)[C@@H](C)O2)C=C[C@H](C)C[C@H]1C	1.9	1.0	x	1.4	-1.0	-0.7	5.6	-0.2	-0.5	-0.8	x
O=C(COC(=O)c1ccccc1)c1ccc(S(=O)(=O)N2CCCCC2)cc1	-1.5	-0.5	0.1	-14.3	0.9	-0.6	5.2	-1.9	-0.2	-0.4	-0.9
CCCOCC1CC2(SC(=Nc3ccc(C)cc3)NC2=O)C(=O)O1 (stereo not given)	-1.4	0.0	-0.3	-19.0	0.5	2.2	5.4	-1.0	0.0	-1.3	-1.0
O=C1CC(SCCc2nc3ccccc3[nH]2)C(=O)N1c1ccc(F)c(Cl)c1 (stereo not given)	-1.7	0.7	-1.2	-18.8	-1.1	-1.3	-0.2	1.4	0.1	-1.1	-0.2
CC(C)OC(=O)CC(NC(=O)OC(C)(C)C)c1ccccc1 (stereo not given)	1.2	-0.2	x	5.8	-0.9	1.6	-4.9	-3.2	-0.1	-1.1	x
N#CC1=C(SCc2ccccc2)NC(=O)CC1c1ccc(O)cc1 (stereo not given)	1.7	0.4	-0.3	-12.9	-1.7	-2.3	6.7	4.7	0.1	-1.6	-0.7
CSc1nc(C)[nH]c(=O)c1C#N	-1.0	-0.9	2.4	4.8	-2.3	2.8	-4.4	0.5	-0.1	-1.1	-0.4
COc1ccc(-n2ncc(C(C)NS(=O)(=O)c3cccs3)c2C)cc1 (stereo not given)	0.2	0.3	1.7	-1.4	-0.1	-1.7	0.9	2.1	-1.0	-1.1	-0.6
COc1ccc(OC)c(CNC(=O)CCc2cn(C)c3ccccc23)c1	-1.0	0.3	0.7	9.3	-1.7	-3.0	0.4	-4.2	-0.3	-1.2	0.4
CCCNC(=O)C(Cc1cccc(Br)c1)NC(=O)c1ccc(C#N)cc1 (stereo not given)	-0.8	-0.3	0.2	0.2	0.0	-0.4	-2.3	-5.3	0.3	-1.2	0.5
C[C@H]1CN([C@@H](C)CO)S(=O)(=O)c2ccc(Br)cc2O[C@H]1CN(C)C(=O)c1cccc(F)c1	-1.2	0.2	1.6	-0.5	1.3	-2.9	-18.1	-11.4	-0.3	-1.6	1.6
COC(=O)c1[nH]c2ccc(Br)cc2c1NC(=O)CN1CCCc2ccccc21	-2.6	-1.4	0.1	-6.7	1.0	-6.8	-7.5	1.3	0.0	-0.9	-2.0
CC(C)(C)C1CCc2nc(NC(=O)Cc3cn4ccsc4n3)sc2C1 (stereo not given)	4.0	0.8	5.6	-14.1	-0.1	2.7	-9.6	-8.3	1.1	-0.7	-1.1
O=S(=O)(NCc1cc(-c2ccccc2Cl)no1)c1ccc(Cl)cc1	-0.2	0.2	2.1	-34.8	-0.8	-1.6	3.5	-7.2	-0.8	-1.4	0.5
CCCCCOc1ccc(C(C)(O)C(CN2CCOCC2)c2ccccc2)cc1 (stereo not given)	-1.2	0.3	-1.7	-5.9	-2.9	-1.0	-0.8	-1.0	0.0	-1.1	0.0
COc1ccc(NC(=O)C(c2ccc(OC)cc2)N(C)C(=O)c2cnccn2)cc1 (stereo not given)	-1.9	0.0	-1.4	-1.1	-0.8	-0.3	-1.5	0.9	-0.3	-0.8	-0.5
O=C(CSc1cn(CCNC(=O)c2c(F)cccc2F)c2ccccc12)NCC1CCCO1 (stereo not given)	0.0	0.0	-0.8	-4.9	-0.7	-2.9	5.8	0.8	-2.3	-1.8	0.4
O=C(/C=C/c1ccccc1F)c1ccoc1	-2.0	1.2	2.0	4.2	-1.3	-0.6	-9.4	0.1	-0.6	-0.9	-0.4

Four compounds from above with just hcDAF12 agonist and NPR2 activator.
mol	hcDAF12 agonist	NPR2 activator
Cc1nn(-c2ccccc2)c(Cl)c1/C=N/NC(=O)c1ccccc1NS(=O)(=O)c1cccs1	-1.1	1.0
O=[N+]([O-])c1cccc(S(=O)(=O)NC2CC3CCC2C3)c1 (stereo not given)	-0.2	8.9
O=C(/C=C/c1ccccc1F)c1ccoc1	-1.3	-9.4
Cc1cccc(N2CN(S(=O)(=O)c3cccc([N+](=O)[O-])c3)c3nc4ccccc4nc32)c1	-0.4	5.2

2 entries picked at random from those above, as already listed:
molecule	hgDAF-12 ag	KLK7 zymogen act	FXN GAA850 act	HGIII-sPLA2 inh	hcDAF12 agonist	SMARCA2 act	NPR2 activator	GC-A act	DAX1 inh-1	ssDAF12 agonist	DAX1 inh-2
O=S(=O)(NCc1cc(-c2ccccc2Cl)no1)c1ccc(Cl)cc1	-0.2	0.2	2.1	-34.8	-0.8	-1.6	3.5	-7.2	-0.8	-1.4	0.5
COC(=O)c1[nH]c2ccc(Br)cc2c1NC(=O)CN1CCCc2ccccc21	-2.6	-1.4	0.1	-6.7	1.0	-6.8	-7.5	1.3	0.0	-0.9	-2.0

Bioassay records: PubChem, several laboratories
